Screening data from PubChem BioAssay.
IDE act = IDE (human) activation, cell-based | P14735 | 340,000 tested, 0.073% active | activation, % at 5.96 µM | HEK cells, FAbeta-B cleavage, fluorescence polarization; 0% vehicle, 100% cell-free pure enzyme wells | AID 493087;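 active = activation above the mean of all tested compounds plus 3 SD, set per screening campaign, cut at about 17% in these data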
SUMO HTRF inh = SUMOylation inhibition | P63279 | HTRF SUMOylation assay, SAE1/SAE2 + UBC9, in vitro | inhibition, % at 35 µM | 290,000 tested, 0.36% active | AID 2006; in the data active = inhibition above about 50%, passing the limit was not always enough; also: strong numbers were not always called active
Target sequence (P63279 whole entry, looked up): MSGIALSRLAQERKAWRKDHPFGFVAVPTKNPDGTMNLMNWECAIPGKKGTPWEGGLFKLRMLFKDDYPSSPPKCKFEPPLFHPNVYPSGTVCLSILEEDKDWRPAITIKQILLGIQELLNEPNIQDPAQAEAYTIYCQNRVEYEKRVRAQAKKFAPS
IMP-1 inhibitor = inhibitors of Pseudomonas aeruginosa IMP-1 metallo-beta-lactamase | purified IMP-1, nitrocefin hydrolysis, epi-absorbance fluorescence | inhibition, % at 5.6 µM | 290,000 tested, 0.45% active | AID 1556;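 active = inhibition above the mean plus 3 SD of all compounds in the same screening run, cut at about 4.5% in these data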;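 also: 0% = IMP-1 with DMSO and 100% = DMSO wells lacking enzyme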
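system = purified recombinant IMP-1 beta-lactamase | amount = 0.2 nM IMP-1, as dispensed | medium = HEPES buffer pH 7.1 with ZnSO4 and Brij 35 | times = 25 °C, 15 min preincubation, 25 min reaction | detection = plate fluorescence quenching by hydrolysis product, ex 480/em 530 nm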
DNA FID counter = counter-screen for HCV NS3 helicase inhibitors: DNA intercalator displacement | inhibition, % at 7.9 µM | 290,000 tested, 0.17% active | DNA fluorescent intercalator displacement, fluorescence; in the data active = inhibition above about 37%;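 also: 0% = vehicle and 100% = reference compound; higher means more ethidium bromide displaced from hairpin DNA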
PHOSPHO1 inh = blocks human PHOSPHO1 phosphatase activity. Q8TCT1. recombinant PHOSPHO1, absorbance phosphatase assay. 290,000 tested, 1.1% active. inhibition, % at 13.3 µM. AID 1565; in the data active = inhibition above about 60%
HCV NS3 hel inh = HCV NS3 helicase inhibition; NS3 helicase DNA unwinding, Cy5 molecular beacon fluorescence; inhibition, % at 10.9 µM; 290,000 tested, 0.56% active; AID 1800;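 active = inhibition above the mean of all tested compounds plus 3 SD, set per campaign, cut at about 35% in these data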;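 also: 0% = DMSO wells and 100% = thioflavine S control wells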
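Material: hepatitis C virus NS3 helicase domain fragment enzyme; measured by: Cy5 fluorescence, 0 and 60 min reads; control set: DMSO and thioflavine S; incubation: 60 min unwinding reaction at 25 °C after ATP addition; read-out basis: % inhibition from 60/0 min fluorescence ratio, DMSO 0%, thioflavine S 100%; repeats: singlicate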
pCIP destab = compounds decreasing mouse p/CIP protein stability; 290,000 tested, 0.01% active; Q05BA5; decrease of EGFP signal, % at 10 µM; AID 1984; F442A p/CIP-EGFP cells, EGFP fluorescence, 16 h;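 active = EGFP signal decrease of at least 30% at 10 µM or well 3 SD below plate mean, unless failing retest; inactive = the rest, including hits failing retest or dose response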; also: some compounds called inactive have numbers as strong as hits; many of its hits are not listed in these tables
VIM-2 inhibitor = inhibitors of Pseudomonas aeruginosa VIM-2 metallo-beta-lactamase. purified VIM-2, nitrocefin hydrolysis, epi-absorbance fluorescence. inhibition, % at 5.6 µM. 290,000 tested, 0.89% active;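 active = inhibition above the mean of all tested compounds plus 3 SD, cutoff set per screening run, cut at about 7.5% in these data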;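 also: red hydrolysis product quenches plate fluorescence so inhibitors raise well fluorescence; 0% = enzyme with DMSO and 100% = DMSO without enzyme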
MEKK3 PB1 HTS = modulators (inhibitors or enhancers) of MEK5 binding to human MEKK3 PB1 domain; Q99759; binding response (% of control), % at 10 µM; bead-based flow cytometry, Alexa488-MEK5 binding to MEKK3; actives lie on both sides; 0 = blocked by unlabeled MEK5, 100 = vehicle; 290,000 tested, 1.4% active;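 active = binding response more than 3 SD above or below the average of its plate-row segment, actives on both sides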;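 also: Alexa488 bead fluorescence after subtracting the streptavidin-only scavenger bead signal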
Target sequence (Q99759 whole entry, looked up, the tested form may be a part): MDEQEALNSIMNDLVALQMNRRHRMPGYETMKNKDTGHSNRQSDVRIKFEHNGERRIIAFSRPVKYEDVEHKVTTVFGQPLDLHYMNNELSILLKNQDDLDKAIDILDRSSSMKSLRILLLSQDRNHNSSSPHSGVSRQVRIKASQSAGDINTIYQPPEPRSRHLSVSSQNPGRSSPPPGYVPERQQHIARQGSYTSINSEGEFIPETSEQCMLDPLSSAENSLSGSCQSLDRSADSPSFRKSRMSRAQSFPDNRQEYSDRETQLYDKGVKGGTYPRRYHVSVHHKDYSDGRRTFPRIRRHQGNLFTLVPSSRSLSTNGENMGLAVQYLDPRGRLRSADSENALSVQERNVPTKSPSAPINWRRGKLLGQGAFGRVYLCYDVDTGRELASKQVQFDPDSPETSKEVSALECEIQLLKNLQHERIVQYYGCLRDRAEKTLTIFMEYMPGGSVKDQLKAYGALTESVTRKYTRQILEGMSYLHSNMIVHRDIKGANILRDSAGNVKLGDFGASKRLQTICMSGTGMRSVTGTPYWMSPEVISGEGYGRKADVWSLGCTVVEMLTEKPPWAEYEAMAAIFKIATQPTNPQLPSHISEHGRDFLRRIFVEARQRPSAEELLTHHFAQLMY
Starred values were filed as active, the others as inactive; . = no result given. An excerpt (hit frequency here may not be typical).

Below each SMILES: IDE act | SUMO HTRF inh | IMP-1 inhibitor | DNA FID counter | PHOSPHO1 inh | HCV NS3 hel inh | pCIP destab | VIM-2 inhibitor | MEKK3 PB1 HTS
> COC(=O)CCNC(=O)c1nn(Cc2ccccc2)c(=O)c2ccccc12
→ -3 | 5 | -2.4 | -19 | 47 | 0 | 1 | -2.8 | 100
> O=C(CSc1nnc2ccccn12)Nc1cccc(-c2nc3ccccc3s2)c1
→ 3 | 38 | -1.5 | -11 | 5 | 6 | 4 | -2.1 | 101
> O=C1Nc2ccccc2C1(O)Cc1ccccn1 (stereo not given)
→ 2 | 8 | -0.7 | -6 | 33 | 13 | -7 | -1.3 | 107
> CCn1cc([N+](=O)[O-])c(C(=O)N2N=C(c3cccc4ccccc34)CC2c2ccccc2O)n1 (stereo not given)
→ 2 | -41 | -7.6 | -23 | -1 | 2 | -9 | -2.6 | 110
> CCCc1ccc(OCc2ccc(C(=O)OC)o2)c(OC)c1
→ 2 | 5 | 1.3 | -31 | 38 | -6 | -24 | 0.2 | 107
> O=C(O)CNC(=S)NCc1ccccc1
→ -1 | 21 | -2.3 | -1 | 11 | 6 | 12 | -0.9 | 101
> Cc1ccc(N(Cc2ccccc2)C(=O)c2ccc(F)cc2)cc1
→ 5 | -6 | -2.7 | -35 | 20 | -7 | -22 | -3.0 | 100
> CCn1c(CN2CCN(c3ccc(Cl)cc3)CC2)nc2ccccc21
→ -11 | -2 | -5.8 | -18 | 6 | 3 | 6 | -5.1 | 96
> COc1ccc2[nH]c(=O)c(CN(C(=O)c3ccco3)C3CCCCC3)cc2c1
→ 1 | 7 | -1.8 | -29 | -69 | 2 | -18 | -2.3 | 102
> CCCCCCCCn1c2c(c(=N)c3c1CCC3)CCCC2
→ 5 | -6 | -1.6 | 20 | 32 | -56 | -29 | -2.3 | 104
> C=CCc1cc(/C=C/c2nc(O)c([N+](=O)[O-])c(=O)[nH]2)cc(OC)c1O
→ 3 | 13 | -4.9 | -12 | 0 | 18 | -10 | -2.4 | 104
> CC1=C(C(=O)Nc2ccc(C)cc2)C(c2cccs2)NC(=S)N1 (stereo not given)
→ -4 | 0 | -1.8 | -2 | -12 | 4 | -4 | -2.2 | 99
> C(=N\Nc1nccc(-c2cccnc2)n1)/c1ccccc1
→ . | 45 | -1.7 | -18 | 24 | 16 | -7 | -3.9 | 98
> COc1ccc(CCN(Cc2ccccn2)C(=S)Nc2ccc(C)cc2)cc1OC
→ 0 | 3 | -3.2 | -17 | 28 | -9 | -17 | -3.4 | 107
> CCOC(=O)C1(CC2CC2)CCN(Cc2cn[nH]c2-c2ccccc2)CC1
→ 4 | 7 | -2.0 | 12 | 33 | -8 | -1 | -3.4 | 91
> Cc1nc(N2CCN(Cc3nc4ccccc4[nH]3)CC2)c2oc3ccccc3c2n1
→ -4 | 8 | -6.5 | -17 | 25 | 2 | -14 | 12* | 89
> Cc1ccc(S(=O)(=O)/N=C/c2c(O)ccc3ccccc23)cc1
→ 1 | 4 | -1.9 | 1 | -6 | 8 | -9 | -2.4 | 104
> COc1ccccc1CCNC(=O)c1nc(-c2cccs2)no1
→ 0 | 11 | -2.6 | -15 | 32 | -16 | -2 | -1.1 | 100
> COc1ccc([N+](=O)[O-])cc1N(CC(=O)Nc1ccccc1C(=O)NC(C)C)S(C)(=O)=O
→ 3 | 3 | -0.9 | -5 | 25 | -2 | -8 | -1.3 | 100
> CC1(C)CC(N2CCN(CCO)CC2)=CC(=S)N1
→ -2 | 16 | -1.7 | -4 | 24 | -2 | 10 | 1.4 | 96
> CC1=C[C@H]2Cc3cc(C)cc(C)c3S(=O)(=O)[C@@H]2C=C1
→ -4 | 2 | -1.3 | -10 | 0 | 9 | 0 | -0.8 | 104
> CCCNC(=O)c1ccccc1NC(=O)Nc1ccccc1C
→ 1 | 5 | 0.0 | -1 | -2 | 6 | 2 | -3.3 | 106
> CCc1ccc[n+](-c2[nH]c(=O)sc2/C=N/NC([S-])=Nc2ccccc2)c1
→ -3 | 22 | -0.3 | -1 | -26 | 5 | -13 | 1.1 | 101
> CCOc1ccc(OCCn2nnc3ccccc3c2=O)cc1
→ -6 | -7 | -1.7 | -12 | 28 | -2 | 7 | -0.2 | 96
> Cc1ccccc1NC(=S)NCCSc1ccc(Cl)cc1
→ 1 | 1 | 50* | 49* | -10 | 78* | 10 | -2.8 | 99
> Cc1nc2ccc(S(=O)(=O)Nc3ccc(-c4nc5cccnc5s4)cc3)cc2s1
→ 12 | 26 | -1.5 | -11 | -6 | -29 | -1 | 0.7 | 110
> N#C/C(=C\c1ccc(-c2cccc([N+](=O)[O-])c2)o1)C(=O)Nc1nc(-c2cccs2)cs1
→ 12 | 31 | -0.2 | -4 | 5 | 15 | 2 | -0.7 | 94
> COCc1cc(C)nc2sc(C(=O)Nc3ccccc3OC)c(N)c12
→ 3 | 14 | -1.2 | -20 | 29 | -13 | -5 | 1.4 | 108
> COCCSc1ccccc1C(=O)Nc1ccc(S(=O)(=O)N2CCOCC2)cc1
→ -5 | -1 | -0.8 | -14 | 29 | -3 | 2 | 2.2 | 107
> O=[N+]([O-])c1cc2oc3c(c2c(C=NCc2ccncc2)c1O)CCCC3
→ 0 | 37 | 1.5 | -12 | -9 | 33 | 0 | -0.6 | 94
> CC(=O)Nc1ccc(NC(=O)C(Cc2ccccc2)NC(=O)C2CCC(C)CC2)cc1 (stereo not given)
→ 0 | -2 | -1.4 | -10 | -8 | 4 | -7 | -0.8 | 101
> O=C(Cn1cnc2cc([N+](=O)[O-])ccc2c1=O)Nc1ccccc1-c1ccccc1
→ 3 | 15 | -2.4 | 7 | 23 | -4 | -1 | -2.7 | 99
> N#Cc1ccc(NC(=S)NCCN2CCOCC2)cc1
→ 0 | 5 | -1.4 | 2 | -12 | -4 | 3 | 0.6 | 104
> Cc1occc1C(=O)NNC(=S)Nc1cccc([N+](=O)[O-])c1
→ 2 | 1 | -3.0 | 0 | 88* | -2 | -12 | -3.0 | 109
> COC(=O)CCC(=O)OC1(C)C(=O)C2=COC(c3ccc(OC)cc3)=CC2=C(Br)C1=O (stereo not given)
→ . | -8 | . | . | 18 | . | 5 | . | 95
> Cc1ccc(C2=N/C(=C\c3cccnc3)C(=O)O2)cc1
→ -4 | 10 | -3.3 | -2 | 6 | 0 | -11 | -7.6 | 99
> COc1ccc(/C=N/NC(=O)c2c(C)nc3ccc(Br)cn23)cc1OC
→ 6 | 31 | -0.8 | -14 | 6 | 1 | -16 | -0.9 | 97
> N/C(=N/O)c1nc(N2CCCCC2)nc(N2CCCCC2)n1
→ 1 | 3 | -1.8 | -10 | 6 | 3 | -28 | -1.5 | 100
> O=C(N1CCOCC1)N1CCN(Cc2ccccc2)CC1
→ -2 | -13 | -0.5 | 0 | -20 | -3 | 0 | 0.2 | 99
> COC(=O)N/N=C/c1cc(Cl)c(OCc2ccc(F)cc2)c(OC)c1
→ 3 | -6 | -3.2 | -2 | 14 | -4 | 2 | -1.4 | 128*
> O=C(c1c[nH]c2ccccc2c1=O)N1CCCCCC1
→ 4 | -4 | -1.5 | 1 | 50 | 13 | -6 | 0.3 | 98
> Oc1ccccc1C(=S)N1CCN(C(=S)c2ccccc2O)CC1
→ -3 | 4 | -1.0 | -10 | -24 | 31 | -12 | -3.1 | 108
> CCn1c(SCC(=O)c2c[nH]c3ccccc23)nc2cc(S(=O)(=O)N3CCOCC3)ccc21
→ -1 | -22 | -3.3 | 2 | -4 | -1 | 2 | -3.0 | 96
> Cc1ccc(C2C(C(=O)c3cccs3)=C(O)C(=O)N2c2cccc(C)n2)cc1 (stereo not given)
→ 4 | 13 | -2.2 | -41 | 42 | 33 | -2 | -1.8 | 100
> Cc1ccc(S(=O)(=O)N2CCSC2c2ccco2)cc1 (stereo not given)
→ 1 | 9 | -0.5 | -10 | 58 | 0 | -11 | 0.4 | 102
> COC(=O)c1ccc(C(=O)OC)c(NC(=O)N2c3ccccc3Sc3ccccc32)c1
→ 4 | -1 | -4.0 | -4 | -10 | -1 | -8 | -2.1 | 105
> CN(C)S(=O)(=O)c1ccc(C(=O)Nc2ccccc2SCCC#N)cc1
→ 4 | 0 | -1.1 | -10 | -30 | -10 | -5 | -0.9 | 97
> COc1ccccc1C1C=C(c2ccc(C)cc2)Nc2nnnn21 (stereo not given)
→ 3 | 28 | -4.5 | -4 | 7 | 0 | 2 | -2.7 | .
> c1ccc(-n2ncc3c(NCCN4CCOCC4)ncnc32)cc1
→ 6 | 20 | -0.4 | 0 | 1 | 1 | -2 | -1.8 | 93
> COc1ccc(NC(=O)CCc2nnc3ccc(N4CCC(C)CC4)nn23)cc1OC
→ 0 | -3 | -2.9 | -46 | 49 | 4 | -1 | -1.0 | 101
> COc1ccccc1CNC(=O)CN(Cc1ccc(Cl)cc1)S(C)(=O)=O
→ 3 | -5 | -1.6 | -25 | 14 | 1 | -22 | -2.5 | 103
> Cc1nn(C)c(C)c1NC(=O)CCCSc1nc(-c2ccco2)cc(C(F)(F)F)n1
→ 3 | -7 | -1.2 | -30 | -7 | -1 | -2 | 2.2 | 108
> Cc1ccc(NC(=O)C(Cc2ccccc2)N2C(=O)C3C4CCC(C4)C3C2=O)cc1Cl (stereo not given)
→ 1 | -26 | -0.7 | -6 | 31 | 21 | 0 | -1.1 | 109
> CCOC(=O)c1cn(Cc2ccc(C)cc2)c2cc(F)ccc2c1=O
→ 3 | -5 | -1.6 | -30 | . | -1 | -6 | -0.4 | 102
> COc1ccc(NC(=O)CSc2nnc(NC(=O)C3CCC3)s2)c(OC)c1
→ 3 | 15 | -1.3 | -15 | 26 | -3 | -12 | -0.9 | 101
> COc1cc(OC)cc(C(=O)NCc2ccc(-n3cccc3)cc2)c1
→ 1 | -8 | -5.7 | -24 | 24 | 15 | 3 | -2.9 | 95
> CC(=O)Nc1ccc(S(=O)(=O)N2CCN(c3cc4c(cc3[N+](=O)[O-])n(C)c(=O)n4C)CC2)cc1
→ -1 | -3 | -3.3 | 1 | 10 | 7 | -15 | -2.2 | 105
> O/N=C1\CC/C(=N\O)c2nn(-c3ccc(Cl)cc3Cl)nc21
→ 4 | 35 | -0.6 | -5 | 21 | 7 | 1 | 2.9 | 78
> Cc1cccc(OCCCn2c(=O)oc3ccc(C)cc32)c1
→ 4 | 0 | -2.5 | -20 | 30 | -4 | -6 | -1.6 | 102
